Hep lipid drop = modulators of hepatic lipid droplet formation; AML12 mouse hepatocytes, oleate lipid droplets, BODIPY imaging; inhibition, % at 6.5 µM; AID 1656; hit rate 0.4% among 240,000;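 active = lipid droplet intensity inhibited by at least 50%, with more than 500 cells counted; inconclusive = wells with under 300 cells, treated as cytotoxic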
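Technique: fluorescence imaging, 20x objective, two fields per well / Assay system: AML12 hepatocytes (mouse) / Measure: % inhibition of lipid droplet signal / Doses: 6.5 µM single-point dosing / Incubation: overnight exposure / Reagent: 100 µM oleic acid challenge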
P. falciparum M1AAP = malaria alanyl aminopeptidase activity blockers – biochemical, fluorogenic H-Leu-NHMec substrate, 1536-well (AID 1445). recombinant M1AAP, H-Leu-NHMec fluorogenic kinetic assay; higher % means a stronger effect. inhibition, % at 30 µM; hits with a dose series show IC50 in µM. hit rate 0.42% among 220,000;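 active = primary inhibition above the hit cutoff, then over 50% inhibition at one or more dose response concentrations, cut at about 23% in these data, passing the limit was not always enough; inconclusive = conflicting primary data, or primary hits not chosen for dose response; inactive = low primary inhibition, or under 50% at every dose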;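 also: plate controls were DMSO full reaction for no effect and no enzyme background for full effect; strong numbers were not always called active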
ER stress rescue = protection against thapsigargin-triggered cell killing – 384-well, CSM14.1, ATP luminescence, primary screen (AID 1222) | 190,000 tested, under 10 active | cellular ATP content (survival), % at 20 µM, or EC50 in µM where a hit was titrated | CSM14.1 thapsigargin-induced death rescue, ATP luminescence; higher % means a stronger effect;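 active = EC50 below 50 µM in the dose-response confirmation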;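 also: death triggered by thapsigargin at about 15 µM added after 2 h compound pretreatment; cell ATP read after overnight thapsigargin exposure of roughly 18 to 22 hours; normalized against plate controls of thapsigargin alone and 5% DMSO vehicle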
human PMI inhibition = MPI enzyme activity inhibition – biochemical, fluorescence intensity, coupled assay, primary screen (AID 1209). purified PMI enzyme, coupled fluorescence intensity; higher % means a stronger effect. inhibition, % at 20 µM, or IC50 in µM where a hit was titrated. hit rate 0.42% among 190,000;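 also: plate controls were DMSO vehicle for no effect and wells lacking substrate for full effect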
PMI inhibition = human PMI inhibitors, high substrate, primary screen, biochemical, fluorescence intensity, high mannose 6-phosphate (AID 1220); recombinant PMI enzyme, coupled fluorescence intensity; higher % means a stronger effect; inhibition, % at 20 µM, or IC50 in µM where a hit was titrated; hit rate 0.66% among 190,000
TNAP activators = stimulation of alkaline phosphatase TNAP activity – biochemical, luminescent, no phosphate acceptor, uHTS, primary screen (AID 1001); purified TNAP, luminescent activation assay, no phosphate acceptor; higher activation fold means a stronger effect; activation fold at 20 µM; hits with a dose series show EC50 in µM; hit rate 0.03% among 200,000; in the data active = activation fold from about 3, or a potency from the dose series; inactive = the rest, 99 in 100 with activation fold below about 1.6; also: many of its hits are not listed in these tables
K1F lysis inhibition = protection from phage-mediated lysis, alamar blue read-out – E. coli UTI89, K1F phage, bacterial capsule biogenesis inhibitors (AID 488966); inhibition, % at 100 µM; hits with a dose series show IC50 in µM; E. coli UTI89 K1F phage lysis, alamar blue, 2 h; higher % means a stronger effect; hit rate 0.02% among 340,000;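 active = phage lysis inhibition, versus mean bacterial control, above a set limit; inconclusive = no clear call, values can overlap the other calls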;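 also: capsule biogenesis inhibitors block K1F phage lysis so surviving cells raise fluorescence; higher fluorescence means more inhibition of phage lysis; actives were called in the ten point dose series up to 300 µM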
Myeloid diff MLP = promotes myeloid progenitor differentiation; ER-HoxA9 myeloid progenitors, lysozyme-GFP differentiation, flow cytometry; calls only at 10 µM; hit rate 1% among 360,000;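 active = normalized GFP-positive differentiation at or above the plate's own cutoff, the solvent-only control mean plus 3 SD; inconclusive = no clear call, values can overlap the other calls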;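 also: cells exposed to compound for four days before flow analysis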
WT yeast gro inh = growth inhibition of WT yeast, mitochondrial fusion screen. mitochondrial fusion phenotypic screen, WT strain. hit rate 2.1% among 190,000. inhibition, % at 10 µM; in the data active = inhibition above about 58%; tested in S. cerevisiae
WT yeast gro inh mutant strain = further read-out of WT yeast gro inh, marked with its call; inhibition, %; mitochondrial fusion phenotypic screen, mutant strain inhibition
Hep lipid drop cells 6.5 µM = recorded beside Hep lipid drop, whose call it bears; cell count; measured here: cell count, cytotoxicity flag;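 cells counted across two imaged fields per well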
Myeloid diff MLP GFP+ MAC1+ % = recorded beside Myeloid diff MLP, whose call it bears; GFP+ MAC1+ double positive, %; measured here: differentiation confirmed by MAC1 staining
* marks the source's active call; other numbers are inactive results; [ ] = another dose, or the depositor's remark. Rule as the data show it, unless noted: active = inhibition above about 50%; inactive = the rest.

`CCOC(=O)C1(Cc2ccccc2)CCN(Cc2cccc(OC)c2O)CC1` gave Hep lipid drop 2, P. falciparum M1AAP 5%, ER stress rescue 1.2%, human PMI inhibition 7%, PMI inhibition 8%, TNAP activators 1, K1F lysis inhibition 0.5%, Myeloid diff MLP inactive, WT yeast gro inh 2, WT yeast gro inh mutant strain 2, Hep lipid drop cells 6.5 µM 725 and Myeloid diff MLP GFP+ MAC1+ % 0.2.
Screening O=C(Nc1ccc(F)cc1)C(=O)c1c(O)[nH]c2ccc([N+](=O)[O-])cc12 returned Hep lipid drop 16, P. falciparum M1AAP 3%, K1F lysis inhibition 0.6%[50 µM], Myeloid diff MLP inactive, Hep lipid drop cells 6.5 µM 744 and Myeloid diff MLP GFP+ MAC1+ % 0.5.
`O=[N+]([O-])c1ccccc1OCCOCCOc1cccc2cccnc12` gave Hep lipid drop 1, P. falciparum M1AAP 1%, ER stress rescue 5.2%, human PMI inhibition -3%, PMI inhibition -2%, TNAP activators 1.1, K1F lysis inhibition 2.5%, Myeloid diff MLP inactive, WT yeast gro inh 20, WT yeast gro inh mutant strain 2, Hep lipid drop cells 6.5 µM 679 and Myeloid diff MLP GFP+ MAC1+ % 1.1.
For Cc1ccc(OCCn2c(NC(=O)c3ccco3)nc3ccccc32)cc1 the results were Hep lipid drop 2, P. falciparum M1AAP 2%, ER stress rescue -1.5%, human PMI inhibition 19%, PMI inhibition 10%, TNAP activators 1, K1F lysis inhibition 0.3%, Myeloid diff MLP inactive, WT yeast gro inh -2, WT yeast gro inh mutant strain -7, Hep lipid drop cells 6.5 µM 757 and Myeloid diff MLP GFP+ MAC1+ % 0.6.
COc1cc(CN2CCN(c3ccccc3F)CC2)c([N+](=O)[O-])cc1OC was read as Hep lipid drop -4, P. falciparum M1AAP 3%, ER stress rescue -1.5%, human PMI inhibition 37%, TNAP activators 1.1, K1F lysis inhibition 0.0%, Myeloid diff MLP inconclusive, WT yeast gro inh -5, WT yeast gro inh mutant strain -2 and Hep lipid drop cells 6.5 µM 582.
Screening CCOc1ccc2nc(N3CCC(C(=O)N4CCN(c5ccccn5)CC4)CC3)sc2c1 returned Hep lipid drop -4, P. falciparum M1AAP 6%, ER stress rescue -1.8%, human PMI inhibition 8%, PMI inhibition 13%, TNAP activators 1, K1F lysis inhibition -2.3%, Myeloid diff MLP inactive, WT yeast gro inh 13, WT yeast gro inh mutant strain 2, Hep lipid drop cells 6.5 µM 631 and Myeloid diff MLP GFP+ MAC1+ % 1.8.
Screening Cc1ccc(-c2ccc(/C=N/O)o2)cc1[N+](=O)[O-] returned Hep lipid drop -6, P. falciparum M1AAP 7%, ER stress rescue -1.2%, human PMI inhibition 8%, PMI inhibition 1%, TNAP activators 1.2, K1F lysis inhibition -2.1%, Myeloid diff MLP inactive, WT yeast gro inh 8, WT yeast gro inh mutant strain 4, Hep lipid drop cells 6.5 µM 703 and Myeloid diff MLP GFP+ MAC1+ % 0.2.
CCOC(=O)c1c(-c2ccco2)csc1N was read as P. falciparum M1AAP 3%, ER stress rescue -2.6%, human PMI inhibition 27%, PMI inhibition 58%*, TNAP activators 1.2, K1F lysis inhibition 0.1%, Myeloid diff MLP inactive, WT yeast gro inh 14, WT yeast gro inh mutant strain -6 and Myeloid diff MLP GFP+ MAC1+ % 1.2.
`O=C1C(Cc2c[nH]c3ccccc23)NC(=S)N1C1CCCCC1` (stereo unspecified) gave Hep lipid drop -1, P. falciparum M1AAP 15%, ER stress rescue -1.3%, human PMI inhibition 4%, PMI inhibition 4%, TNAP activators 1, K1F lysis inhibition 0.7%, Myeloid diff MLP inactive, WT yeast gro inh 14, WT yeast gro inh mutant strain -8, Hep lipid drop cells 6.5 µM 677 and Myeloid diff MLP GFP+ MAC1+ % 0.5.
Screening CCCOc1ccc(C(O)(CCC)CCN2CCCCC2)cc1 (stereo unspecified) returned Hep lipid drop 6, P. falciparum M1AAP 14%, ER stress rescue -0.5%, human PMI inhibition -14%, PMI inhibition -8%, TNAP activators 1.1, K1F lysis inhibition 0.5%, Myeloid diff MLP inactive, WT yeast gro inh -21, WT yeast gro inh mutant strain -2, Hep lipid drop cells 6.5 µM 763 and Myeloid diff MLP GFP+ MAC1+ % 0.4.
Screening COc1ccc(-c2[nH]ncc2CNCCn2cccn2)c(F)c1 returned Hep lipid drop 5, P. falciparum M1AAP -2%, ER stress rescue -0.7%, human PMI inhibition -3%, PMI inhibition -10%, TNAP activators 0.1, K1F lysis inhibition 0.1%, Myeloid diff MLP inactive, WT yeast gro inh 10, WT yeast gro inh mutant strain 11, Hep lipid drop cells 6.5 µM 738 and Myeloid diff MLP GFP+ MAC1+ % 0.5.
For CCOP(=O)(OCC)c1nc(-c2ccc(F)cc2)oc1NCc1ccccc1 the results were Hep lipid drop -5, P. falciparum M1AAP -1%, ER stress rescue 0.9%, human PMI inhibition 13%, PMI inhibition 15%, TNAP activators 1, K1F lysis inhibition -0.1%, Myeloid diff MLP inactive, WT yeast gro inh 35, WT yeast gro inh mutant strain 4, Hep lipid drop cells 6.5 µM 771 and Myeloid diff MLP GFP+ MAC1+ % 0.7.
Screening CCc1nc2ccccc2n1CC(O)COCC1CC=CCC1 (stereo unspecified) returned Hep lipid drop -8, P. falciparum M1AAP -2%, ER stress rescue -0.9%, human PMI inhibition 4%, PMI inhibition 1%, TNAP activators 1.1, K1F lysis inhibition 0.7%, Myeloid diff MLP inactive, WT yeast gro inh 12, WT yeast gro inh mutant strain 26, Hep lipid drop cells 6.5 µM 707 and Myeloid diff MLP GFP+ MAC1+ % 0.0.
For Cc1cc(C)c(C#N)c(SCc2ccc3c(c2)OCO3)n1 the results were Hep lipid drop -24, P. falciparum M1AAP -6%, ER stress rescue 1.8%, human PMI inhibition 20%, PMI inhibition 17%, TNAP activators 1, K1F lysis inhibition 1.9%, Myeloid diff MLP inactive, WT yeast gro inh 28, WT yeast gro inh mutant strain 7, Hep lipid drop cells 6.5 µM 663 and Myeloid diff MLP GFP+ MAC1+ % 1.5.
Screening O=C(C1CC(c2ccc(F)cc2)=NO1)N1CCN(c2ccccc2)CC1 (stereo unspecified) returned P. falciparum M1AAP -5%, ER stress rescue 0.1%, human PMI inhibition 8%, PMI inhibition 14%, TNAP activators 1.1, K1F lysis inhibition -0.1%, Myeloid diff MLP inactive, WT yeast gro inh 4, WT yeast gro inh mutant strain 0 and Myeloid diff MLP GFP+ MAC1+ % 2.1.
`CSCCC(C(=O)OCC(=O)c1ccc(C)c(C)c1)N1C(=O)c2cc(Cl)c(Cl)cc2C1=O` (stereo unspecified) gave Hep lipid drop 4, P. falciparum M1AAP 1%, ER stress rescue 4.5%, human PMI inhibition -1%, PMI inhibition -4%, TNAP activators 1.1, K1F lysis inhibition 0.0%, Myeloid diff MLP inactive, WT yeast gro inh 34, WT yeast gro inh mutant strain 9, Hep lipid drop cells 6.5 µM 778 and Myeloid diff MLP GFP+ MAC1+ % 1.3.
`O=C(C1CC1)n1cc(C(=S)N2CCOCC2)c2ccccc21` gave P. falciparum M1AAP 17%, ER stress rescue -1.6%, human PMI inhibition -6%, PMI inhibition -4%, TNAP activators 1, K1F lysis inhibition -0.5%, Myeloid diff MLP inactive, WT yeast gro inh 4, WT yeast gro inh mutant strain 18 and Myeloid diff MLP GFP+ MAC1+ % 1.5.
For O=C(Nc1cccnc1)NC1CCCCC1 the results were Hep lipid drop 11, P. falciparum M1AAP -1%, human PMI inhibition -9%, PMI inhibition -17%, TNAP activators 1.1, K1F lysis inhibition 0.0%, Myeloid diff MLP inactive, WT yeast gro inh 4, WT yeast gro inh mutant strain -5, Hep lipid drop cells 6.5 µM 739 and Myeloid diff MLP GFP+ MAC1+ % 0.7.
O=C(O)c1ccc2c(c1)C(=O)N(C(Cc1ccc(O)cc1)C(=O)O)C2=O (stereo unspecified) was read as P. falciparum M1AAP 7%, ER stress rescue 11%, human PMI inhibition -13%, PMI inhibition -9%, TNAP activators 1, K1F lysis inhibition 0.5%, Myeloid diff MLP inactive, WT yeast gro inh 8, WT yeast gro inh mutant strain 18 and Myeloid diff MLP GFP+ MAC1+ % 0.4.
`Nc1nc(CCl)nc(Nc2ccc3ccccc3c2)n1` gave Hep lipid drop 14, P. falciparum M1AAP -3%, K1F lysis inhibition 0.8%, Myeloid diff MLP inconclusive and Hep lipid drop cells 6.5 µM 679.
Screening CCCc1nc(SCC(=O)NNC(=O)c2ccc(OC)cc2)c2ccccc2n1 returned Hep lipid drop -4, P. falciparum M1AAP 6%, ER stress rescue -2.8%, human PMI inhibition -6%, PMI inhibition 5%, TNAP activators 2.3, K1F lysis inhibition 0.1%, Myeloid diff MLP inactive, WT yeast gro inh -3, WT yeast gro inh mutant strain -21, Hep lipid drop cells 6.5 µM 701 and Myeloid diff MLP GFP+ MAC1+ % 0.6.
For CCOc1ccccc1NC(=O)CN(C)S(=O)(=O)c1ccc(OC)c(C)c1 the results were Hep lipid drop -27, P. falciparum M1AAP 1%, ER stress rescue 2.0%, human PMI inhibition 20%, PMI inhibition 20%, TNAP activators 1, K1F lysis inhibition -0.2%, Myeloid diff MLP inactive, WT yeast gro inh 14, WT yeast gro inh mutant strain 15, Hep lipid drop cells 6.5 µM 638 and Myeloid diff MLP GFP+ MAC1+ % 3.4.
`Cc1cccc(C)c1NC(=S)N(c1ccccc1)C(C)C` gave Hep lipid drop -3, P. falciparum M1AAP 3%, ER stress rescue 0.0%, human PMI inhibition 7%, PMI inhibition -6%, TNAP activators 1.2, K1F lysis inhibition 0.2%, Myeloid diff MLP inactive, WT yeast gro inh 5, WT yeast gro inh mutant strain -1, Hep lipid drop cells 6.5 µM 676 and Myeloid diff MLP GFP+ MAC1+ % 0.5.
Cc1cc(C)nc(/N=C(\N)C2=C(O)CC(C)(C)CC2=O)n1 was read as P. falciparum M1AAP 2%, ER stress rescue -0.4%, human PMI inhibition 0%, PMI inhibition -4%, TNAP activators 1, K1F lysis inhibition 0.7%, Myeloid diff MLP inactive, WT yeast gro inh 45, WT yeast gro inh mutant strain 19 and Myeloid diff MLP GFP+ MAC1+ % 2.3.
